Compound activity as filed in PubChem.
NCI-60 one-dose screen, 48 h, at 10 µM unless noted. Numbers give growth in % (100 = growth as untreated, 0 = no growth, -100 = all killed).
A549/ATCC: A549/ATCC NSCLC; 81,000 tested, 3.7% active; AID 1794740
UACC-257: UACC-257 melanoma; 78,000 tested, 4.4% active
EKVX: EKVX NSCLC; AID 1794765; 71,000 tested, 3% active
UACC-62: UACC-62 melanoma. 81,000 tested, 5.4% active. AID 1794756
M14: M14 melanoma | 80,000 tested, 6.2% active
HOP-62: HOP-62 NSCLC; AID 1794735; 80,000 tested, 3.9% active
MALME-3M: MALME-3M melanoma; 78,000 tested, 5.8% active
HOP-92: HOP-92 NSCLC cells; AID 1794738; 71,000 tested, 6.3% active
* = called active by the depositor; nt = not tested or not shown; & = joins results of further samples. The calls were made as follows: active = growth percent below 10; inactive = the rest.

The line under a structure holds: UACC-62	HOP-92	UACC-257	A549/ATCC	EKVX	MALME-3M	HOP-62	M14
1: CC[C@@H]1[C@@H](C)O[C@@](O)([C@@H](C)[C@H](O)[C@H](C)[C@H]2OC(=O)/C=C/C=C/[C@H](C)[C@@H]([C@@H](C)[C@@H](O)[C@H](C)[C@@]3(O)C[C@@H](O[C@H]4C[C@@H](O)[C@H](O)C(C)O4)[C@H](CC)[C@@H](C)O3)OC(=O)/C=C/C=C/[C@@H]2C)C[C@H]1O[C@@H]1C[C@@H](O)[C@H](O)C(C)O1 (stereo not given in full)
 : -73*	-90*	-89*	-90*	-89*	-97*	-81*	-84*
2: COc1ccc(Cl)cc1C(=O)CCl (tested in a mixture with another compound)
 : 106	103	100	100	115	121	100	107
3: CC(=O)Cc1ccc(Cl)cc1
 : 101	82	87	86	98	91	77	100
4: O=c1[nH]cnc2[se]c3c(c12)CCCCC3
 : 97	84	nt	103	93	107	107	103
5: Nc1c(Br)cc([N+](=O)[O-])cc1[N+](=O)[O-]
 : 101	120	100	92	94	nt	117	113
6: CC(Br)C(=O)c1ccccc1 (stereo not given)
 : 87	109	89	81	104	96	103	72
7: Cc1ccc(Nc2nc(-c3ccc4ccccc4c3)c[se]2)cc1
 : 85	92	92	91	73	88	77	93
8: COc1ccccc1N1CCN(CC(C)C)CC1
 : 93	97	111	107	93	87	99	96
9: COc1cc2c(c(OC)c1OC)-c1ccc(O)cc1[C@@H](NC(C)=O)CC2
 : 24&46	17	49&54	15	23&44	26	22&38	17&12
10: CCc1cccc(CC)c1NC(=NCCN1CC1)Nc1c(CC)cccc1CC
 : 93	52	87	71	78	93	77	62
11: O=[N+]([O-])CC(c1ccccc1Cl)c1c(-c2ccccc2)[nH]c2ccccc12 (stereo not given)
 : 31	36	49	31	41	42	30	21
12: O=C(O)CCCCCCCCC(=O)O (tested in a mixture with another compound)
 : 95	102	108	110	nt	100	104	109
13: CCCCNC(c1ccc2c(c1)OCO2)C(O)c1ccc2c(c1)OCO2 (stereo not given)
 : 93	70	114	110	98	98	94	82
14: CC1(C)C(C(=O)c2cn(CCCCCO)c3ccccc23)C1(C)C
 : 99	119	89	90	92	105	107	100
15: CC(C)COP(=O)(OCC(C)C)OCC(C)C
 : 100	117	110	112	nt	99	91	106
16: C=CC(=O)NC(O)C(Cl)(Cl)Cl (stereo not given)
 : 101	nt	92	103	nt	86	104	98
17: CCN1C(=O)NC(=O)C(C)(N2C(=O)c3c(F)c(F)c(F)c(F)c3C2=O)C1=O (stereo not given)
 : 10	-43*	39	43	104	-40*	101	24
18: CC(=O)C1CCC2C3CCC4CC(O)CCC4(C)C3C(=O)CC12C (stereo not given)
 : 72	72	108	104	nt	104	105	103
19: CC1(C)C=Cc2c(ccc3c4c([nH]c23)C(C)(C)[C@H]2C[C@]35CCCN3C(=O)[C@@]2(C4)NC5=O)O1
 : 100	132	104	100	95	106	97	101
20: C/C(=N\O)C(CN1CCCCC1)C(c1ccccc1)c1c(O)c2ccccc2oc1=O (stereo not given)
 : 103	61	115	109	97	98	85	101
21: CC1(C)COC(=O)C1O (stereo not given)
 : 91&101	122&93	141&98	113&98	72	125&110	78&110	106&107
22: CCCCC(Br)C(=O)OCC (stereo not given)
 : 102	103	104	106	112	102	nt	100
23: O=S(=O)(Cc1ccccc1)C(Br)Br
 : 102	85	76	90	nt	64	118	93
24: CCCCNC(C)Cc1ccc(O)c(O)c1 (stereo not given)
 : 100	79	73	77	104	111	87	107
25: O=C(/C=C/c1ccc(Br)cc1)c1nc2ccccc2n1Cc1ccc(Br)cc1
 : -66*	-11*	-4.8*	30	1.2*	-43*	-22*	-27*
26: O=[N+]([O-])c1ccccc1CBr
 : 107	91	104	108	nt	83	100	97
27: CC1(C)N=C(N)N=C(N)N1c1ccc(CCCCc2ccc(S(=O)(=O)F)cc2)c(Cl)c1
 : 18	nt	31	8.4*	nt	44	5.0*	24
28: COc1cccc(C=C2C(=O)NC(=S)NC2=O)c1O
 : 95	107	90	98	nt	108	114	102
29: CC1NC(=O)NC(=O)C1Br (stereo not given)
 : 111	nt	89	100	nt	122	123	121
30: Cc1cc(C)c(CCN(C)C)c(C)c1
 : 107&103	78&99	109&104	101&100	114	115&99	96&91	109&101

Looked up one by one from the entries so far, 7 records:
The line under a structure holds: UACC-62	HOP-92	UACC-257	A549/ATCC	EKVX	MALME-3M	HOP-62	M14
23: O=S(=O)(Cc1ccccc1)C(Br)Br
 : 102	85	76	90	nt	64	118	93
11: O=[N+]([O-])CC(c1ccccc1Cl)c1c(-c2ccccc2)[nH]c2ccccc12 (stereo not given)
 : 31	36	49	31	41	42	30	21
29: CC1NC(=O)NC(=O)C1Br (stereo not given)
 : 111	nt	89	100	nt	122	123	121
9: COc1cc2c(c(OC)c1OC)-c1ccc(O)cc1[C@@H](NC(C)=O)CC2
 : 24&46	17	49&54	15	23&44	26	22&38	17&12
8: COc1ccccc1N1CCN(CC(C)C)CC1
 : 93	97	111	107	93	87	99	96
7: Cc1ccc(Nc2nc(-c3ccc4ccccc4c3)c[se]2)cc1
 : 85	92	92	91	73	88	77	93
16: C=CC(=O)NC(O)C(Cl)(Cl)Cl (stereo not given)
 : 101	nt	92	103	nt	86	104	98

The list goes on:
The line under a structure holds: UACC-62	HOP-92	UACC-257	A549/ATCC	EKVX	MALME-3M	HOP-62	M14
31: c1ccc(CCN2CCCCC2Cc2ccccc2)cc1 (stereo not given)
 : 92	100	99	96	93	98	97	95
32: O=C(CC1(O)C(=O)Nc2ccc(Cl)cc21)c1ccc(C(=O)NCC2CCC3(CC2)OOC2(CCCCC2)OO3)cc1 (stereo not given)
 : 51	-70*	38	-55*	-64*	-52*	-55*	52
33: C[Se]/C=C1/C(=O)N(c2c(Cl)cccc2Cl)c2ccccc21
 : 28	16	-4.6*	7.9*	24	37	22	20
34: Nn1cnnc1
 : 97	87	101	104	111	99	104	106
35: C[C@]12C=CC(=O)C[C@@H]1CC[C@@H]1[C@@H]2CC[C@]2(C)[C@@H](O)[C@@H](O)C[C@@H]12
 : 96	nt	86	105	88	109	109	96
36: CCC(CO)NC1CCCC1 (stereo not given)
 : 96	91	97	95	94	112	99	107
37: O=C(c1cccc(O)c1O)c1cn(Cc2ccc(F)cc2)c2cccc(O)c12
 : 9.2*	-9.9*	34	30	52	59	31	-64*
38: O=C(Nc1ccncc1F)c1cn(Cc2ccc(Cl)cc2Cl)c2ccccc12
 : 87	98	103	93	71	111	97	110
39: ClCc1cc2c(cc1Cl)OCO2
 : 98	77	107	93	99	104	95	106
40: Nc1ccc([N+](=O)[O-])cc1N
 : 82	87	92	99	97	127	113	109
41: OC(CNCc1ccccc1)c1ccc(Cl)cc1 (stereo not given)
 : 98	nt	101	101	120	117	98	84
42: CC(C)C(NC(=O)CCl)C(=O)O (stereo not given)
 : 92	115	99	101	102	98	110	105
43: Nc1ccccc1-c1ccccc1
 : 98	87	85	108	115	120	106	104
44: CC1(C)N=C(N)N=C(N)N1c1ccc(CCCC(=O)Nc2ccccc2S(=O)(=O)F)cc1
 : 98	96	97	103	nt	124	93	108
45: NC1CCSC1=O (stereo not given)
 : 103	97	100	100	111	115	nt	103
46: O=c1cc2n(-c3ccccc3)nc(-c3ccccc3)nc-2cc1N1CC1
 : 92	nt	105	100	86	94	95	103
47: CC(CC(C(N)=O)(c1ccccc1)c1ccccc1)N(C)C (stereo not given)
 : 109	94	112	118	100	97	100	105
48: CCC(=O)OC1(c2ccccc2)CCN(C)C1C (stereo not given)
 : 99	76	113	103	92	101	88	98
49: Cc1ccc(C(=O)CCl)c(C)c1
 : 99	96	84	95	nt	94	94	96
50: Cc1cc([N+](=O)[O-])cc([N+](=O)[O-])c1OC(=O)N(C)C
 : 92	91	94	90	101	99	100	93
51: C[C@]12CC[C@H]3[C@@H](CC=C4c5sc(-c6ccccc6O)nc5CC[C@@]43C)[C@@H]1CC[C@@H]2O
 : 81	109	97	82	90	92	84	78
52: C[Se]C(=O)c1ccccc1OC(C)=O
 : 58	38	49	59	33	69	49	21
53: COP(=O)(OC)C(O)c1ccc(Cl)cc1 (stereo not given)
 : 101	98	100	98	98	101	104	96
54: CC(=O)OC[C@]1(C)C=C2C(=O)[C@](C)(O)C3(CC3)C(C)=C2[C@H]1OC(=O)N(C)CCN(C)C(=O)OC(C)(C)C
 : -52*	-13*	34	4.6*	-7.2*	-44*	-20*	-29*
55: CN(C)P(=O)(Oc1ccccc1)N(C)C
 : 107	97	107	96	nt	95	106	nt
56: O=C1C(Cl)=C(Cl)C(Cl)(Cl)C1(Cl)Cl
 : 86	112	77	97	104	107	123	98
57: CCn1nnn(Cc2ccccc2)c1=N
 : 103	nt	106	108	101	104	104	107
58: COc1cc(/C=C\c2cc(OC)c(OC)c(OC)c2)cc(NS(=O)(=O)c2cccc(Cl)c2)c1OC
 : 36	47	57	21	nt	112	63	9.9*
59: Cc1ccc(CNc2nc3ccc(OC/C(=C/F)CN)cc3o2)cn1
 : 91	94	104	96	62	105	73	100
60: CCOC(=O)C1(c2ccccc2)CCN(CC(O)c2ccc(NC(C)=O)cc2)CC1 (stereo not given)
 : 90	nt	101	100	108	nt	85	94
61: CCC(C)[C@H]1C(=O)O[C@H](C(C)C)C(=O)N(C)[C@@H](C(C)C)C(=O)O[C@H](C(C)C)C(=O)N(C)[C@@H](C(C)C)C(=O)O[C@H](C(C)C)C(=O)N1C (stereo not given in full)
 : 9.2*	-19*	nt	14	24	15	15	21
62: CCOP(=O)(Cc1ccc(C#N)cc1)OCC
 : 94	77	89	91	105	108	98	101
63: COCCCNP1(=O)OCC(C)([N+](=O)[O-])CO1 (stereo not given)
 : 92	105	108	109	112	121	102	107
64: CC(=O)O[C@@H]1CC[C@]2(C)[C@H]3CC[C@]4(C)C(=O)CC[C@H]4[C@@H]3C[C@@H]3SC(N)=N[C@@]32C1
 : 38	79	67	47	78	55	70	41
65: CC(=O)Oc1ccccc1C(=O)NCCC[Se]C#N
 : 71	-18*	42	28	45	-24*	-39*	-13*
66: CC12OOC(C)(OO1)C2CCC(=O)OCCNc1ccnc2cc(Cl)ccc12 (stereo not given)
 : 88	-27*	82	9.4*	-61*	-73*	97	15
67: CC(=O)C1CC2c3ccccc3C1c1ccccc12 (stereo not given)
 : 102	nt	96	92	nt	97	99	100
68: Cc1cc[n+](CCC[n+]2ccc(C)cc2)cc1
 : 112	99	107	101	113	122	104	120
69: N[C@H](C[C@H]1CC(Br)=NO1)C(=O)O
 : 90	88	nt	82	94	nt	96	88
70: COc1cc(C=C2C(=O)NC(=O)NC2=O)ccc1O
 : 93	113	88	102	153	136	100	101
71: OCCN1CCN(c2ccccc2Cl)CC1
 : 107	64	101	99	118	113	99	96
72: CC(=O)Nc1nc(CCl)cs1
 : 101	95	90	74	96	95	74	98
73: CC(C#N)c1ccccc1 (stereo not given)
 : 92&95	101&81	103&87	101&95	96&96	94&93	100&97	103&95
74: Cc1cccc(NP2(=O)NCCCN2)c1
 : 100	91	96	100	106	nt	107	102
75: CCCCCCCCOP(=O)(OCCCCCCCC)C(O)C(Cl)(Cl)Cl (stereo not given)
 : 82	100	104	94	100	102	91	96
76: Clc1ccc(-c2nc(-c3ccc(Cl)cc3)nc(N3CC3)n2)cc1
 : 81	80	98	87	102	112	102	95
77: CCC1(CC(C)C)C(=O)NC(=S)NC1=O
 : 97&104	95&95	97&110	98&107	105&105	122&110	92&110	101&113
78: Cc1[se]c2ccccc2[n+]1C
 : 85	nt	87	99	nt	107	130	102
79: CC[C@H](C)[C@H](NC(=O)[C@H]1CCCCN1C)C(=O)N(C)[C@H](C[C@@H](OC(C)=O)c1nc(C(=O)N[C@@H](Cc2ccccc2)C[C@H](C)C(=O)OC)cs1)C(C)C
 : 44	-0.1*	53	8.9*	37	65	21	3.9*
80: CCOc1ccc2c(c1)CCNC2C (stereo not given)
 : 97	108	119	100	103	101	89	98

Not all compounds are listed; rates above refer to the full screens.
